Rat MKP-3 inhibitors: MKP-3 phosphatase inhibitors, primary screen, biochemical, rat enzyme, in vitro (AID 425) | recombinant MKP-3 phosphatase activity, fluorescence; higher % means a stronger effect | inhibition, % at 20 µM; hits with a dose series show IC50 in µM | 110,000 tested, 0.17% active; in the data active = inhibition above about 50%;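 note: plate controls were vehicle for no effect and reference inhibitor for full effect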
Hsp70 displacement: Hsp70 inhibitors, probe displacement, primary screen, biochemical, fluorescence polarization (AID 583); Hsp70 fluorescence polarization probe displacement, mP; higher % means a stronger effect; displacement, % at 20 µM, or IC50 in µM where a hit was titrated; 140,000 tested, 0.06% active; in the data active = displacement above about 50%;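 note: plate controls were vehicle for no effect and reference ligand for full effect; a part of the inactive calls stands beside numbers as strong as those of hits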
* = called active by the depositor; . = not tested or not shown; & = joins results of further samples. A portion of the library, so the mix of outcomes need not match the whole.

Rat MKP-3 inhibitors	Hsp70 displacement	canonical_smiles
3%	3.9%	COc1cc(/C=N\NC(=O)c2cccc(Cl)c2)ccc1OCCOCCOc1ccc(C)cc1
0%	-0.7%	O=C(c1cc(F)c(F)cc1[N+](=O)[O-])N1CCOCC1
0%	2.9%	C=CCNC(=O)CN(c1ccc(OC)cc1)S(=O)(=O)c1ccc(C)cc1
-7%	2.3%	CCn1c(C)nc2cc(S(=O)(=O)C(F)(F)C(F)C(F)(F)F)ccc21 (stereo not drawn)
.	3.8%	COc1cc2c(cc1OC)C(C(C)C)=NC(C)(C)C2
-8%	1.3%	Cc1nc(Nc2ccc(F)cc2)[nH]c(=O)c1CCC(C)C
.	-2.9%	CCOc1ccc(N2C(=O)CN=C2Nc2ccccc2Cl)cc1
-4%	1.6%	Cc1nn(-c2ccc(C(=O)Nc3nnc(C4CC4)s3)cc2)c(C)c1Cl
3%	-1.6%	O=C1NC(=O)C(=Cc2cc(Cl)c(OCc3cccc(F)c3)c(Cl)c2)C(=O)N1
.	-3.2%	Cc1sc2nc(CN3CCOCC3)nc(NCCc3ccccc3)c2c1C
.	-0.4%	O=C(CSc1ccccc1)NCc1ccco1
.	4.2%	COc1ccc(C(=O)OCC(=O)NCC2CCCCC2)cc1S(=O)(=O)N1CCCc2ccccc21
0%	-5.2%	COc1cc(CNc2nc3ccccc3n2CCN2CCCCC2)cc(OC)c1OC
-6%	-2.5%	Cc1nc2ccc(NC(=O)Cc3cccs3)cc2s1
0%	3.8%	O=C1CN(S(=O)(=O)c2ccccc2)C(c2ccccc2)c2cc(Br)ccc2N1 (stereo not drawn)
.	6.4%	CCn1c(CNc2nc3ccccc3n2C(C)C)nc2ccccc21
2%	21%	Cc1cc2c(c(=O)o1)C1(C(=O)N(CC(=O)O)c3ccccc31)C(C#N)=C(N)O2 (stereo not drawn)
3%	1.4%	O=C1/C(=C\C=C\c2ccccc2)SC(=S)N1Cc1ccc(Cl)c(Cl)c1
1%	3.0%	Cc1ccc(N(CC(=O)O)S(=O)(=O)c2cccc3nonc23)cc1
10%	0.0%	CCn1c(C(C)NC(=O)c2cccs2)nc2ccccc21 (stereo not drawn)
3%	-1.7%	CCOC(=O)c1ccccc1NC(=O)c1cc(Cl)ccc1OC
7%	-1.1%	CCOC(=O)c1sc(=S)n(-c2ccc(F)c(F)c2)c1N
-1%	1.3%	O=[N+]([O-])c1ccc(N2CCCC2)cc1N1CCCCC1
2%	0.3%	CCOC(=O)c1ccccc1NC(=O)c1ccccc1
4%	-1.6%	CCOC(=O)C1CCN(C(C)=C2C(=O)c3ccccc3C2=O)CC1
-13%	5.1%	CCC(C)N(C(=O)COC(=O)Cc1n[nH]c(=O)c2ccccc12)C1CCS(=O)(=O)C1 (stereo not drawn)
-3%	-3.9%	CCOC(=O)c1ccc(S(=O)(=O)N2CCN(S(=O)(=O)CC)CC2)cc1
3%	-0.2%	COc1ccc(Br)cc1C(=O)Nc1cccnc1
-2%	0.2%	C#CCN1C(=O)C(O)(CC(=O)c2cccc(OC)c2)c2ccccc21 (stereo not drawn)
-6%	-0.6%	CCOC(=O)C1=C(CSc2nccn2C)NC(=O)NC1c1ccc2c(c1)OCO2 (stereo not drawn)
6%	-3.9%	COc1cc(NC(=O)CC(c2ccccc2)c2ccccc2)c(OC)cc1Cl
-3%	2.5%	CCCc1nc2ccccc2c(=O)n1/N=C/c1ccc(O)cc1O

4 entries from above, in CSV form.
Molecule,Rat MKP-3 inhibitors,Hsp70 displacement
CCC(C)N(C(=O)COC(=O)Cc1n[nH]c(=O)c2ccccc12)C1CCS(=O)(=O)C1 (stereo not drawn),-13%,5.1%
CCOC(=O)c1ccc(S(=O)(=O)N2CCN(S(=O)(=O)CC)CC2)cc1,-3%,-3.9%
COc1ccc(Br)cc1C(=O)Nc1cccnc1,3%,-0.2%
C#CCN1C(=O)C(O)(CC(=O)c2cccc(OC)c2)c2ccccc21 (stereo not drawn),-2%,0.2%

The list goes on.
Rat MKP-3 inhibitors	Hsp70 displacement	canonical_smiles
-4%	-4.6%	COc1ccc(C(=O)OCCN=C2NS(=O)(=O)c3ccccc32)cc1OC
.	-0.6%	CCCCOCCCNc1ncnc2c1[nH]c1ccccc12
-1%	8.6%	COc1ccc(NC(=S)NC(=O)c2ccc(F)cc2)cc1
.	-0.3%	COc1cc(NS(=O)(=O)c2ccc(NC(=S)NC(=O)CC(C)C)cc2)nc(OC)n1
-12%	0.4%	COc1ccc(Nc2nc(N)nc(C(F)(F)F)n2)c(OC)c1
-18%	-1.1%	Cc1ccccc1N1CCN(S(=O)(=O)c2ccc3oc(=O)ccc3c2)CC1
1%	-2.4%	NS(=O)(=O)c1ccc(NC(=S)NC(=O)c2ccccc2)cc1
.	0.7%	CSc1ccc(S(=O)(=O)Nc2ccc(S(=O)(=O)Nc3ccc(C)cc3)cc2)cc1
2%	1.2%	O=C(Nc1ccc(Cl)c(Cl)c1)c1cc2n(n1)C(C(F)(F)F)CC(c1ccccc1)N2 (stereo not drawn)
1%	0.5%	CN1CCN(NC(=S)Nc2cccc(Cl)c2)CC1
-8%	4.0%	COC(=O)c1[nH]c2cc(OC)ccc2c1NC(=O)CN1CCC(C(N)=O)(N2CCCCC2)CC1
.	-4.3%	CCC(=O)N1CCn2c1nc1ccccc12
-1%	-0.1%	C=CCNCCCCOc1cc(C)c(Cl)c(C)c1
3%	-6.9%	COc1ccccc1/C=C1\SC(=S)N(CC(C)C)C1=O
-6%	1.8%	CCN(C(=O)c1cc(Cl)ccc1OC)C1CCCCC1
-2%	1.2%	CC(C)(C)OCC(NC(=O)C(CC(N)=O)NC(=O)OC(C)(C)C)C(=O)OC(C)(C)C (stereo not drawn)
-12%	-4.0%	COc1ccc(NC(=O)CS(=O)CC(=O)NC2CCCc3ccccc32)cc1 (stereo not drawn)
-8%	.	COc1cc(S(=O)(=O)N2CCN(c3ccc(F)cc3)CC2)ccc1Cl
-5%	0.4%	COc1ccc(C2CC(C(F)(F)F)n3ncc(C(=O)NCc4cccnc4)c3N2)cc1OC (stereo not drawn)
5%	5.4%	O=C(NCCNC(=O)c1cccc(O)c1)c1cccc(O)c1
1%	-3.4%	CCN1C(=O)/C(=C/c2cccc(Cl)c2Cl)SC1=S
.	0.8%	O=S(=O)(c1ccc(N2CCCC2)nc1)N1CCOCC1
-15%	8.8%	CS(=O)(=O)N1CCc2cc(-c3csc(NC(=O)Cc4cccs4)n3)ccc21
0%	2.3%	COc1ccccc1C(=O)Nc1cc(C(F)(F)F)ccc1Br

6 compounds out of the list above, ordered by the number in Hsp70 displacement, lowest first:
Rat MKP-3 inhibitors	Hsp70 displacement	canonical_smiles
1%	-3.4%	CCN1C(=O)/C(=C/c2cccc(Cl)c2Cl)SC1=S
-5%	0.4%	COc1ccc(C2CC(C(F)(F)F)n3ncc(C(=O)NCc4cccnc4)c3N2)cc1OC (stereo not drawn)
.	0.8%	O=S(=O)(c1ccc(N2CCCC2)nc1)N1CCOCC1
0%	2.3%	COc1ccccc1C(=O)Nc1cc(C(F)(F)F)ccc1Br
5%	5.4%	O=C(NCCNC(=O)c1cccc(O)c1)c1cccc(O)c1
-15%	8.8%	CS(=O)(=O)N1CCc2cc(-c3csc(NC(=O)Cc4cccs4)n3)ccc21

Following part
Rat MKP-3 inhibitors	Hsp70 displacement	canonical_smiles
-4%	-4.2%	CCc1cc(=O)oc2cc(OCC(=O)OC)c(Cl)cc12
-1%	-0.8%	COc1ccc(OC)c(C(=O)CSc2nnnn2C)c1
3%	-0.5%&-0.2%	O=C(NCCN1CCOCC1)c1ccc(F)cc1
3%	3.3%	CCS(=O)(=O)NCCc1cc2ccc(C)cc2[nH]c1=O
5%	-1.7%	Cc1cccc(C(=O)N2CCN(C)CC2)c1
3%	1.1%	c1ccc(C2CCC(N3CCN(Cc4ccncc4)CC3)CC2)cc1 (stereo not drawn)
-2%	6.2%	O=C(CCC(=O)CCN1CCCCC1)CCN1CCCCC1
-2%	-1.1%	CCOC(=O)C1=C(C)N(C)C(C)=C(C(=O)OCC)C1c1ccncc1
-1%	-3.7%	Cc1ccccc1C(=O)NNC(=O)c1ccco1
4%	-2.9%	CCN1C(=O)/C(=C\c2ccc(-c3ccc(Cl)cc3Cl)o2)SC1=S
-8%	2.6%	CC(=O)c1ccc(NC(=O)c2cc(CC(C)C)on2)cc1
-9%	0.2%	C=CCNC(=O)CN1C2CCCC1CC(NC(=O)c1ccccc1C)C2 (stereo not drawn)
1%	.	COc1ccc(S(=O)(=O)N2CCOCC2)cc1C(C)C
.	-1.9%	Cc1sc2c(c1C)c(=O)nc1scc(C)n12
-5%	2.7%	CCn1cnc2sc(C(=O)Nc3ccc4c(c3)OCO4)c(C)c2c1=O
0%	1.6%	O=C1CC(N2CCN(c3ccccc3F)CC2)C(=O)N1c1cccc(Cl)c1 (stereo not drawn)
.	-2.0%	CCCOc1ccc(/C(O)=C2/C(=O)C(=O)N(CCCn3ccnc3)C2c2ccco2)cc1 (stereo not drawn)
-13%	8.0%	Cn1c(SCC(=O)N2CCN(Cc3ccccc3)CC2)nnc1-c1ccncc1
-10%	6.1%	C=CCn1c(SCC(O)Cn2c3ccccc3c3ccccc32)nnc1-c1ccco1 (stereo not drawn)
-5%	7.8%	COc1cc(C(=O)NCC(c2cccnc2)N2CCN(C)CC2)cc(OC)c1OC (stereo not drawn)
.	3.8%	CN=Cc1nc(-c2ccccc2)oc1O
.	2.4%	COc1ccccc1N(C)S(=O)(=O)c1ccc(C(=O)N(CC(N)=O)C(C)C)cc1
0%	1.5%	CC(C)(C)c1cc(Cc2ccccc2)no1
0%	5.3%	COc1ccc(Cn2c(O)c(/C=C3\C=CC=N3)c(=O)[nH]c2=O)cc1
.	4.1%	CC(=O)c1c(C)n(CCO)c2ccc(O)cc12
-2%	0.0%	c1coc(CNc2nc3ccccc3n2CCN2CCOCC2)c1
3%	1.1%	NC(=O)c1ccccc1NC(=O)c1ccncc1
1%	3.8%	O=C(NCC1CCN(C(=O)c2c(F)c(F)c(F)c(F)c2F)CC1)c1c(F)c(F)c(F)c(F)c1F
8%	-2.6%	O=C(CO/N=C/c1ccccc1)N=Nc1c(O)[nH]c2ccc(Br)cc12
0%	3.2%	O=C(Nc1cccc(Cl)c1)c1cc([N+](=O)[O-])ccc1Cl
.	-0.4%	CCCCN(CC)c1nc(-c2ccncc2)nc2ccccc12
2%	-2.3%	Nc1n[nH]c(S(=O)(=O)CCCc2ccccc2)n1
-4%	1.3%	CCC(=O)n1nc(NCc2ccc(OC)c(OC)c2)nc1NCc1ccc(OC)c(OC)c1
8%	4.4%	CC(C)c1nnc(NC(=O)c2c(O)c3cccc4c3n(c2=O)CCC4)s1
-2%	-1.1%	Cn1c(NC(=O)CCC2CCCCC2)cc(=O)n(C)c1=O
-13%	-1.5%	CCc1cccc(C)c1NC(=O)C1CCCO1 (stereo not drawn)
-6%&2%	-1.2%&-0.6%	Cc1ccc(S(=O)(=O)N2C(=S)SCC2(C)C)cc1
2%	-3.2%	O=C(N/N=C/c1ccco1)C1CC(=O)N(c2ccccc2)C1 (stereo not drawn)
.	-1.0%	Cc1ccc(S(=O)(=O)CC(=O)NC(C)(C)C)cc1
.	-1.4%	Cn1c(SCC(=O)Nc2cccc(Br)c2)nnc1-c1cc2ccccc2o1
-5%	3.9%	COc1ccc(Br)cc1/C=N/n1c(C)nnc1C
3%	-0.3%	Cc1ccc(S(=O)(=O)N2CCN(c3ccc([N+](=O)[O-])c(NC4CC4)c3)CC2)cc1
-8%	-2.7%	O=C(Nc1cccc(F)c1)c1ccc(S(=O)(=O)NCC2CCCO2)cc1 (stereo not drawn)
.	9.7%	CCOC(=O)c1nnn(-c2nonc2N)c1COc1ccc(F)cc1
3%	-11%	Cc1ccc(Cl)cc1NC(=O)COc1ccc2ccccc2c1
4%	3.5%	COc1ccc(CC(=O)NCc2nnc(SCC(=O)Nc3nccs3)n2-c2ccccc2)cc1
0%	7.2%	Cc1c(C(=O)Nc2cccc(C(=O)O)c2)cccc1[N+](=O)[O-]
0%	1.2%	Cc1ccc(/C=C2\SC(N3CCCC3)=NC2=O)cc1
5%	-0.3%	COc1cc2c(cc1NC(=O)COc1ccc(C)cc1C)oc1ccccc12
-4%	-12%	CN1CCc2nc(NC(=O)c3cccc(S(=O)(=O)N4CCc5ccccc54)c3)sc2C1
-7%	5.0%	Cc1cc(=O)[nH]c2c1c(C)nn2C1CCCC1
1%	3.2%	CCCS(=O)(=O)c1c(S(=O)(=O)CCC)c2cc(-c3ccncc3)ccn2c1C(=O)c1ccccc1
0%	5.8%	O=C(CS(=O)(=O)Cc1ccccc1)Nc1nnc(C2CCCCC2)s1
-2%	-6.6%	O=C(CCN1C(=O)/C(=C/c2ccc(F)cc2)SC1=S)Nc1ncc(Cc2ccc(Cl)cc2)s1
0%	4.3%	O=[N+]([O-])c1cccc(-c2noc(-c3ccc(-c4ccccc4)cc3)n2)c1
.	0.4%	CN1CCC(OC(=O)c2ccc(Br)cc2)CC1

(listing goes on)
Rat MKP-3 inhibitors	Hsp70 displacement	canonical_smiles
-5%	8.9%	O=C(Nc1cccnc1)c1ccc(Cl)c(S(=O)(=O)N2CCCCCC2)c1
0%	2.6%	CCOC(=O)c1c(-c2ccccc2)csc1NC(=O)COc1ccc(Cl)cc1
.	-1.2%	Cc1cc(=O)[nH]c(N/N=C/c2ccco2)n1
-2%	1.1%	CC1(C)Cc2c(c(N3CCOCC3)nc3snc(N)c23)CO1
.	-4.8%	Cc1cc(C)nc(SCCn2c(N(C)Cc3ccccc3)nc3c2c(=O)n(C)c(=O)n3C)n1
.	-4.6%	CCC(=O)/C=C1/Sc2ccccc2N1CC
7%	-1.5%	O=c1c2ccccc2nc(/C=C/c2ccc3c(c2)OCO3)n1-c1cccc2ccccc12

Another view of 2 compounds above:
Under each structure: Rat MKP-3 inhibitors, Hsp70 displacement
- Cc1cc(=O)[nH]c(N/N=C/c2ccco2)n1
→ ., -1.2%
- CC1(C)Cc2c(c(N3CCOCC3)nc3snc(N)c23)CO1
→ -2%, 1.1%

High-throughput results from PubChem BioAssay.
